# ARFGAP1 inhibitor – rat ARFGAP1 inhibition. Arfgap1-stimulated ARF1 GTP hydrolysis, GDP FP detection. actives 0.26% (n = 360,000). inhibition, % at 16.5 µM. AID 651572;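 active = inhibition above a per-plate limit, mean inhibition of low control wells plus 3 SD, cut at about 25% in these data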;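 also: 0% = DMSO wells with enzyme and 100% = wells lacking Arfgap1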
# Target sequence (Q62848 1-136 limits assumed): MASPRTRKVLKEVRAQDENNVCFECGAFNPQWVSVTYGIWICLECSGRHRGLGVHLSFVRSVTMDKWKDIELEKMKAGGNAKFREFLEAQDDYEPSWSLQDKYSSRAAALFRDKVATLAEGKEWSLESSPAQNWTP
#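 system = rat Arfgap1 catalytic domain, aa 1-136 | technique = FP, GDP Alexa 633 tracer displaced from anti-GDP antibody, 620/688 nm | compound = one concentration, 16.5 µM, DMSO 1.26% | medium = HEPES-based buffer, pH 7.5 | timing = compound-enzyme preincubation 20 min, reaction 120 min, detection 60 min, 25 °C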
# TDP2 absorb – blocks human TDP2 phosphodiesterase activity. O95551. recombinant TDP2, T5PNP hydrolysis, p-nitrophenol absorbance 415 nm. inhibition, % at 12.8 µM. actives 0.34% (n = 370,000);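 active = inhibition above the mean of all tested compounds plus 3 SD, set per campaign, cut at about 25% in these data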;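 also: 0% = DMSO with enzyme and 100% = buffer with substrate but no TDP2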
# Target sequence (O95551 whole entry, looked up): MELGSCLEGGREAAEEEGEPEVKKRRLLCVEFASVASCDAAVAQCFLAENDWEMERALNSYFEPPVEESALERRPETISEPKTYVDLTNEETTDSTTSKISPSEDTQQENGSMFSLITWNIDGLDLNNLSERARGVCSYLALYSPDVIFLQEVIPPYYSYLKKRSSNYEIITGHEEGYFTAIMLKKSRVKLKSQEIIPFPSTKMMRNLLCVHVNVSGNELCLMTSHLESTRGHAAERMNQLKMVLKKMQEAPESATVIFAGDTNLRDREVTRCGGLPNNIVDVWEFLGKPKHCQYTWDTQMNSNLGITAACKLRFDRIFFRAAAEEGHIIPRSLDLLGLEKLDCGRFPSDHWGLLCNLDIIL
#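 Test system: Human TDP2 enzyme | Reagent: 5 mM T5PNP | Compound dosing: 12.8 µM single point, 1% DMSO | Incubation: Enzyme reaction with compound for 2 h at 37 °C | Technique: p-Nitrophenol epi absorbance | Read-out: % inhibition relative to enzyme-containing and enzyme-free wells | Benchmarks: High control without enzyme, low control DMSO plus TDP2 | Replicates: Singlicate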
# ASAP1 inh – ASAP1 ArfGAP inhibition | actives 0.19% (n = 360,000) | ASAP1-stimulated ARF1 GTP hydrolysis, GDP FP detection | AID 624377 | inhibition, % at 16.5 µM | Q9ULH1; in the data active = inhibition above about 25%;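 also: 0% = vehicle with enzyme and substrate and 100% = no enzyme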
# ADAM17 inh – ADAM17 inhibition, QFRET primary screen; inhibition, % at 6.95 µM; actives 0.83% (n = 370,000); recombinant ADAM17, EDANS/DABCYL FRET peptide cleavage; AID 720648; P78536;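 active = inhibition above the mean of compounds lying between control limits plus 3 SD, set per campaign, cut at about 8.5% in these data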;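 also: 0% = DMSO-only wells as the low control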
# SIAE primary – human SIAE inhibition, primary screen | Q9HAT2 | SIAE FP-Rh probe binding, fluorescence polarization | actives 0.69% (n = 370,000) | inhibition, % at 9.66 µM;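 active = inhibition above a cutoff: mean of compounds within the control limits plus 3 SD of those, cut at about 17% in these data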;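 also: 0% = plate median of compound wells and 100% = probe without SIAE protein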
# PLCg1 inh – inhibitors of human phospholipase C gamma1; P19174; purified PLC-gamma1, fluorogenic substrate, fluorescence; inhibition, % at 12.2 µM; actives 0.84% (n = 370,000); in the data active = inhibition above about 9.5%
# DDE Tn6 FP inh – DD(E)-Tn6 binding inhibition, primary FP screen | Fibrin DD(E) TRITC-Tn6 fluorescence polarization displacement | inhibition, % at 8.3 µM | actives 0.21% (n = 370,000);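 active = inhibition above a per-campaign cutoff: mean of compounds within control limits plus 3 SD, cut at about 15% in these data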;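 also: 0% = median of all compound wells on the plate and 100% = blocking peptide control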
# Target sequence (P02675 whole entry, looked up): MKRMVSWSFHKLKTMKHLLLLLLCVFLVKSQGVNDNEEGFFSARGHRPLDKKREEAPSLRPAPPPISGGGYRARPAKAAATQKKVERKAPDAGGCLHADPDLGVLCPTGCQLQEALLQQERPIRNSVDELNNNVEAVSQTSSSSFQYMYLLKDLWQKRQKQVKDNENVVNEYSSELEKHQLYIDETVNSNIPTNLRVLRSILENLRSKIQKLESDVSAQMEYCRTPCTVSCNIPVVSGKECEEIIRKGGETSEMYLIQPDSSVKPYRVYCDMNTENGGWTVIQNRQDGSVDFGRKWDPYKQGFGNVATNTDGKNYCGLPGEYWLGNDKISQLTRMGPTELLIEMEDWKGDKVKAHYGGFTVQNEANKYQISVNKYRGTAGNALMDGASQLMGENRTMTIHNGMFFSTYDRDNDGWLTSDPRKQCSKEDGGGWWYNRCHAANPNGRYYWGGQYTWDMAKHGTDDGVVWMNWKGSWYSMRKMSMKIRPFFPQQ
# DDE Tn7 FP inh – inhibitors of Tn7 peptide binding to human fibrin DD(E) | inhibition, % at 8.3 µM | actives 0.13% (n = 370,000) | FP displacement of FITC-Tn7 peptide from fibrin DD(E); 0% = median of compound wells per plate;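 active = inhibition above the mean of compounds falling within the control limits plus 3 SD of them, cut at about 14% in these data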;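 also: 0% = plate median of compound wells and 100% = 10 µM Aha-Tn7 peptide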
#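 assay system = human clot-derived fibrin DD(E) complex | quantity = Fibrin-DD(E) at 2 µM final | timing = 10 min preincubation, 3 h with tracer, room temperature | signal = fluorescence polarization | measure = percent inhibition | benchmarks = high control wells with 10 µM unlabelled Aha-Tn7 peptide (full inhibition) | replicates = singlicate testing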
# ADAM10 inh – ADAM10 inhibition, QFRET primary screen; inhibition, % at 7 µM; actives 0.62% (n = 370,000); AID 720582; recombinant ADAM10, EDANS/DABCYL FRET peptide cleavage, 3 h;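 active = inhibition above a per-campaign cutoff equal to the mean of compounds falling between control-based bounds plus 3 SD, cut at about 20% in these data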;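 also: 0% = DMSO wells while the 100% control is not disclosed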
# PLCb3 inh – PLC-beta3 (human) inhibition, primary screen; Q01970; Purified PLC-beta3, fluorogenic substrate, fluorescence; inhibition, % at 12.2 µM; actives 0.18% (n = 370,000); AID 720704; in the data active = inhibition above about 11%;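 also: 0% = median of compound wells on plate and 100% = full blocker control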
# * hit, by the source's call. Random draw from the library; any-hit rate near 3.6%.
# Preview, 2 compounds:
ARFGAP1 inhibitor	TDP2 absorb	ASAP1 inh	ADAM17 inh	SIAE primary	PLCg1 inh	DDE Tn6 FP inh	DDE Tn7 FP inh	ADAM10 inh	PLCb3 inh	compound
12	6	-4	0	1	1	-5	3	-4	-5	CC(=O)Nc1cccc(C(=O)OC(C)C(=O)NC2CCCc3ccccc32)c1 (stereo not drawn)
6	-1	2	-5	2	-2	1	0	-6	0	CCOC(=O)c1cc(C(O)(C(F)(F)F)C(F)(F)F)c(/N=C/N(C)C)o1

# Results, previewed entries included:
ARFGAP1 inhibitor	TDP2 absorb	ASAP1 inh	ADAM17 inh	SIAE primary	PLCg1 inh	DDE Tn6 FP inh	DDE Tn7 FP inh	ADAM10 inh	PLCb3 inh	compound
12	6	-4	0	1	1	-5	3	-4	-5	CC(=O)Nc1cccc(C(=O)OC(C)C(=O)NC2CCCc3ccccc32)c1 (stereo not drawn)
6	-1	2	-5	2	-2	1	0	-6	0	CCOC(=O)c1cc(C(O)(C(F)(F)F)C(F)(F)F)c(/N=C/N(C)C)o1
-1	-5	5	4	1	-3	0	-1	11	4	Cc1ccc(S(=O)(=O)Oc2ccccc2-c2ccccc2)cc1
0	-6	11	-5	0	-12	-9	-4	-22	-20	CCN(CC)c1ccc(/C=N/OCC(=O)Nc2cccc(C)c2)cc1
16	-8	13	9.8*	-6	2	-4	11	21*	4	CCOC(=O)C1=C(C)N(Cc2ccccc2)C(=O)NC1c1ccccc1OS(=O)(=O)c1ccccc1[N+](=O)[O-] (stereo not drawn)
3	17	-6	-2	7	0	3	-1	-5	-4	Cc1ccc(NC(=O)c2cccnc2C(=O)O)nc1
-2	-6	2	-76	-4	-204	-4	2	-245	-247	COc1ccc(-c2cc(C(=O)N3CCN(c4ccccc4)CC3)c3ccccc3n2)cc1
6	6	-8	-3	12	-62	1	1	-11	-80	Oc1ccccc1/C=N/NC(=S)NC1CC2CC1C1C=CCC21 (stereo not drawn)
-1	9	7	0	-5	-1	3	1	-2	1	COC(=O)c1ccc(CSc2nc3c(cnn3-c3ccc(C)c(C)c3)c(=O)[nH]2)o1
-9	-8	-1	-2	2	-4	2	-6	-4	-4	CCN1CCN(C(=O)c2sc3ncnc(N4CCc5ccccc5C4)c3c2C)CC1
3	-3	15	-1	7	1	-3	1	-6	0	CC(C)Sc1nc2ccccc2[nH]1
4	-9	-4	6	7	0	-3	-5	13	1	N/C(Cc1ccc([N+](=O)[O-])cc1)=N\OC(=O)C(c1ccccc1)c1ccccc1
3	9	-16	-4	-6	0	3	-4	-14	-8	COCC(C)n1c(SCC(=O)Nc2oc(C)c3c(C)n[nH]c(=O)c23)nc2ccccc2c1=O (stereo not drawn)
10	2	-8	-3	-4	1	-4	-6	-6	1	Cc1ccc(S(=O)(=O)N(C)CC(=O)N2CCCCCCC2)cc1
4	3	23	3	-3	-1	-6	-8	0	-4	CC(C)COC(=O)N1C[C@H](O)C[C@H]1C(=O)Nc1ccc(Cl)cc1
2	9	2	0	-3	2	9	7	6	-7	Cn1c2ccccc2c2nnc(SCC(N)=O)nc21
-6	2	-10	-4	3	-8	8	8	-14	-12	Cc1ccc(-c2nc3c(C)cc(Br)cn3c2Cc2ccsc2)cc1
-7	1	5	-44	4	-8	2	5	-142	-11	CC(C)C1N=C2c3ccccc3N=C(SCC(=O)NCCc3ccc(S(N)(=O)=O)cc3)N2C1=O (stereo not drawn)
0	6	-16	1	1	2	2	-3	3	-6	CC(C)OCCCNC(=O)Cc1ccc(Br)cc1
5	-6	2	-5	-17	-4	-2	-6	-2	-7	Cc1cccc(NC(=O)Cn2nnc(C(=O)Nc3ccc(F)c(Cl)c3)c2N)c1
-8	7	9	1	7	0	2	8	12	-2	CCc1cccc(NC(=S)N2CCC(c3ccccc3)C2)c1 (stereo not drawn)
-3	-5	-14	-10	-4	-21	1	-1	-29	-24	C[C@H](NS(=O)(=O)c1ccc(Cl)c(Cl)c1)C(=O)OCc1cc(=O)n2cc(Br)ccc2n1
7	3	6	2	0	3	-2	4	2	-4	O=c1[nH]c(C2CCCN(S(=O)(=O)c3ccccc3)C2)nc2c1nnn2Cc1ccc2c(c1)OCCO2 (stereo not drawn)
9	2	2	3	-4	0	-2	-4	-8	-10	CCCCCCn1c(=O)n2n(c1=O)C[C@]1(OC(=O)NC3CC3)CN(S(=O)(=O)c3ccc(C)cc3)C[C@]1(O)C2
-4	0	-11	-1	4	4	-3	7	13	5	O=C(CSc1nnnn1C1CCCC1)Nc1ccc2c(c1)OCCO2
1	9	-4	-2	6	0	8	2	8	-5	O=C(O)C1CSC(c2ccc(O)c([N+](=O)[O-])c2)N1 (stereo not drawn)
2	4	4	-6	5	-2	-4	0	-3	-6	COc1ccc(C(C)=O)cc1COc1cc(C)c(Cl)c(C)c1
-5	-11	7	1	-6	3	0	-7	-3	-5	Cc1cccc(NC(=O)CN(CC2CCCO2)C(=O)c2cc3ccccc3o2)c1C (stereo not drawn)
15	2	2	-2	-3	2	-3	-4	-1	2	Cc1cc(N/C(=C\C(=O)c2ccccc2)c2ccccc2)ccc1Br
10	-16	8	-3	-7	1	0	-2	3	-4	O=C(COC(=O)c1cccc(O)c1)c1ccccc1
5	0	-7	2	10	-4	0	-8	3	-3	CCN(CC(=O)Nc1c(C(=O)OC)[nH]c2ccccc12)c1ccc2c(c1)OCO2
-1	0	-4	-2	9	2	7	5	-12	2	CCc1cccc(C)c1NC(=O)CN1C(=O)NC(CCc2ccccc2)C1=O (stereo not drawn)
-5	-20	1	6	-6	11*	-5	-1	4	7	Cc1[nH][nH]c(=O)c1C=NCc1cccnc1
0	-10	-6	3	0	2	-5	-4	0	4	COc1ccc(CC(=O)N2CCOCC2)cc1OC
8	9	15	-5	3	-2	-4	-9	-3	-3	CCN1C[C@@H]2[C@@H]3C(=O)N(Cc4ccccc4)C(=O)[C@@H]3[C@](CC)(C1=O)N2C(=O)c1ccc(F)cc1
-6	4	-3	-1	-2	-10	-2	0	-5	-6	CCOC(=O)C1Cn2c(nc3c(c2=O)C2(CCCC2)Cc2ccccc2-3)S1 (stereo not drawn)
2	7	14	2	-1	-8	-1	0	5	-11	CN1/C(=C\C(=O)CSc2nnc(NCc3ccccc3)s2)C(C)(C)c2ccccc21
4	-7	16	-2	-7	5	-3	2	-3	-2	Cn1c(SCC(=O)Nc2ccc(C(N)=O)cc2)nc2c(c1=O)SCC2
9	-4	2	1	-1	1	4	1	2	-1	COc1ccc(N2C(=O)CC(Sc3nnc(-c4ccccc4F)n3C)C2=O)cc1 (stereo not drawn)
-9	0	1	-1	-3	0	-1	-9	-1	-10	C=CCn1c(COc2ccc(OC)cc2)nc2ccccc21
1	17	11	-4	-2	0	6	5	-5	-8	N#CCN(C(=O)COC(=O)C1CC2CCCC(C1)C2=O)c1ccccc1 (stereo not drawn)
-3	-5	5	3	-5	-1	-7	5	3	0	CNS(=O)(=O)c1cccc(C(=O)OCc2cc(Cl)cc3c2OCOC3)c1
1	7	-3	-6	0	0	8	8	-6	-2	CC(=O)N1CCCc2cc(S(=O)(=O)N(C)CC(=O)Nc3ccccc3)ccc21
1	-9	-6	3	4	2	-4	-2	-5	4	CCc1nc2c(OCc3ccccc3C(=O)OC)cccn2c1N(C)C(=O)c1cccs1
3	1	1	-4	8	-4	-5	5	-9	-2	O=C(COc1ncnc2cc([N+](=O)[O-])ccc12)N(CCc1ccccc1)Cc1ccccc1
-4	3	12	-6	6	-1	1	-4	-6	-9	CCc1ccc(-n2c(=O)c3ccccc3n3c(=S)[nH]nc23)cc1
-1	18	-1	-12	-2	-137	-1	0	-31	-189	COc1cc(/C=C/c2nc3ccccc3c(=O)[nH]2)cc(OC)c1OC
-3	-14	15	-3	-7	1	-2	-2	-12	-9	Cc1cc(N2CCN(C)CC2)n2nc(-c3ccc(Cl)cc3)nc2n1
0	-4	-4	-4	1	-1	-1	4	-8	-4	COc1ccc(C(O)(C2CCCCC2)C(CN2CCCC2)c2ccccc2)cc1 (stereo not drawn)
0	6	-16	-5	-3	-233	-4	1	-14	-233	CCN(CC)C(=O)CSc1nnc2nnc3cc(C)ccc3n12

# Quoted from the listing.
# Value for CCN(CC)C(=O)CSc1nnc2nnc3cc(C)ccc3n12 under PLCb3 inh: -233
# Value for O=C(COc1ncnc2cc([N+](=O)[O-])ccc12)N(CCc1ccccc1)Cc1ccccc1 under ARFGAP1 inhibitor: 3
# Value for COc1ccc(C(O)(C2CCCCC2)C(CN2CCCC2)c2ccccc2)cc1 (stereo not drawn) under DDE Tn7 FP inh: 4
# Value for COc1cc(/C=C/c2nc3ccccc3c(=O)[nH]2)cc(OC)c1OC under ARFGAP1 inhibitor: -1
# Value for CCc1nc2c(OCc3ccccc3C(=O)OC)cccn2c1N(C)C(=O)c1cccs1 under PLCb3 inh: 4

# (further entries)
ARFGAP1 inhibitor	TDP2 absorb	ASAP1 inh	ADAM17 inh	SIAE primary	PLCg1 inh	DDE Tn6 FP inh	DDE Tn7 FP inh	ADAM10 inh	PLCb3 inh	compound
3	-21	5	9	-4	0	-5	-3	9	-12	COc1ccc(OC)c(NC(=O)COC(=O)/C=C/c2ccco2)c1
-2	-7	-3	-84	1	-45	-2	6	-255	-69	COc1ccc(CCNc2oc(-c3ccco3)nc2C#N)cc1
0	-9	-2	-2	4	-2	-6	4	2	-1	O=C(Nc1ncccn1)c1cc([N+](=O)[O-])cc([N+](=O)[O-])c1
3	-6	-13	3	8	7	-2	-1	-7	-1	CCOC(=O)C1=C(C)N(CCCC(=O)O)C(=O)NC1c1ccc(OC)cc1 (stereo not drawn)
10	-2	6	2	-3	-1	-2	-6	-4	-3	CCSc1nnc2c(n1)[nH]c1c(C)cccc12
-1	-3	6	-6	-2	0	-5	-5	0	0	Cc1ccc(N(C(=O)Cn2nnc(-c3ccccc3)n2)C(C(=O)NC2CCCCC2)c2ccccn2)cc1C (stereo not drawn)
-7	-1	-12	-1	2	0	-4	1	2	1	CCOc1ccc(NC(=S)N2CCC(N(C)CC3CCCO3)CC2)cc1 (stereo not drawn)
-2	-2	-4	-1	-2	-4	-6	3	2	-7	Cc1ccc(-c2nnn(CC(=O)N(c3ccccc3)C(C(=O)NC3CCCC3)c3ccncc3)n2)o1 (stereo not drawn)
9	4	2	-5	11	2	-4	-4	-5	0	O=C(COC(=O)/C=C/c1cccc(Cl)c1)Nc1ccc(N2CCOCC2)cc1
7	-2	3	1	5	0	-1	5	-19	-9	COc1ccc(NC(=O)C2CCCCN2S(=O)(=O)c2ccccc2)cc1S(=O)(=O)N1CCOCC1 (stereo not drawn)

# High-throughput results as filed in PubChem BioAssay.
